Vc quorum ag = inducers of Vibrio cholerae quorum light production without autoinducers, primary screen, BH1578 luxS cqsA deficient, single point; V. cholerae BH1578 lux reporter, luminescence, 6 h; 0.16% of 350,000 active; AID 588436, 2011; activation, % at 18.7 µM; in the data active = activation mostly above about 9.7%, no sharp cut-off; inconclusive = no clear call, values can overlap the other calls; inactive = mostly below about 3.7%; also: not every result past the cut was called active; inactives centre near 0; reference of the scale not given here
DUSP3 inh = VHR1 phosphatase inhibitors, primary screen, biochemical, absorbance, uHTS | recombinant VHR phosphatase, pNPP absorbance | inhibition, % at 13.3 µM | 0.52% of 290,000 active | AID 1654, 2009; in the data active = inhibition above about 50%; also: some compounds called inactive have numbers as strong as hits
SSB-PriA inh = inhibitors of Klebsiella pneumoniae PriA binding to SSB C-terminal tail, primary screen, biochemical, AlphaScreen. AlphaScreen SSBct-PriA binding, biotinylated peptide. inhibition, % at 33 µM. 0.6% of 430,000 active; in the data active = inhibition mostly above about 37%, no sharp cut-off; inactive = mostly below about 20%;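 also: plate controls were negative control peptide for no effect and reference peptide for full effect; strong numbers were not always called active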
Anthrax LF inh2 = Bacillus anthracis LF protease inhibitors, primary screen, biochemical, multiplex microsphere, MLPCN library | 0.12% of 360,000 active | inhibition, % at 10 µM | multiplex microsphere protease cleavage assay; also: plate controls were buffer without enzyme for full effect and enzyme alone for no effect
Target sequence (P15917 whole entry, looked up): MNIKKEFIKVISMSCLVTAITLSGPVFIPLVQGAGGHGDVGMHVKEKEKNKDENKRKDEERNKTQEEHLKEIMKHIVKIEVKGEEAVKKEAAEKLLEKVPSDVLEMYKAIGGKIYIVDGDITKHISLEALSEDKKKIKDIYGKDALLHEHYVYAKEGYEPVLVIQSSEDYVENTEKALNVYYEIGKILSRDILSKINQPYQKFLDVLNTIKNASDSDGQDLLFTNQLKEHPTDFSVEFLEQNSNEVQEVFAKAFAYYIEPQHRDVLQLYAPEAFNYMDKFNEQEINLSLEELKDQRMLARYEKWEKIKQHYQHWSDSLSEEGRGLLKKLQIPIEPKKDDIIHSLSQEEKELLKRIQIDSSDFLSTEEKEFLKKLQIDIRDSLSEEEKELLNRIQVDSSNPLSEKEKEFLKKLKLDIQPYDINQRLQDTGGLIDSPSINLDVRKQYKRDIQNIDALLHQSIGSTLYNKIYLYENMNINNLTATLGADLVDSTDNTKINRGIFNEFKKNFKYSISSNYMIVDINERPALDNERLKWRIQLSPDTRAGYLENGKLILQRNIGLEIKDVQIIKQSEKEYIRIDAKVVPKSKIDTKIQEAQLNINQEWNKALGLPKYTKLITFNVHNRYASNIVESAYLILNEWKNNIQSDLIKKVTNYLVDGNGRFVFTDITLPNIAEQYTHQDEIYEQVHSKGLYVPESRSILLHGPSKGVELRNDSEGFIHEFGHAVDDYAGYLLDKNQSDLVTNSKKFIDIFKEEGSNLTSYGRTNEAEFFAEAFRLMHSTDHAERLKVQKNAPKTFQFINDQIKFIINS
CCHF vOTU inh = CCHFV vOTU protease inhibitors, primary screen, biochemical, Pep-AMC substrate, fluorescence | 0.55% of 370,000 active | inhibition, % at 11.5 µM | Crimean-Congo hemorrhagic fever virus L polyprotein viral ovarian tumor (vOTU) protease …; in the data active = inhibition above about 30%; also: 0% = vehicle wells with enzyme and 100% = no enzyme wells
Y pestis TopoI = Yersinia pestis topoisomerase I inhibitors, primary screen, biochemical, cleavage product accumulation, plate reader, single point; DNA topoisomerase I (Yersinia pestis CO92); Y. pestis Topo-I cleavage product accumulation; activity, % at 10 µM; 0.064% of 360,000 active; AID 504884, 2011; in the data active = activity above about 50%, passing the limit was not always enough; inconclusive = no clear call, values can overlap the other calls; also: inactives centre near 2
3CLpro inhibitor = SARS-CoV 3CLpro protease inhibitors, primary screen, biochemical, quenched FRET; recombinant SARS-CoV 3CLpro, quenched FRET peptide cleavage; inhibition, % at 6 µM; Replicase polyprotein 1ab (Severe acute respiratory syndrome coronavirus), P0C6X7; 0.14% of 290,000 active; AID 1706, 2009; in the data active = inhibition above about 12%
TcdB inh = TcdB glycohydrolase inhibitors, primary screen, biochemical, single point, plate reader; Toxin B (Clostridioides difficile), P18177; AID 652162, 2013; 0.24% of 350,000 active; inhibition, % at 9.99 µM; TcdB glycohydrolase enzymatic assay; in the data active = inhibition above about 10%
BoNT A protease = BoNT/A light chain protease inhibitors, primary screen, biochemical, flow cytometry, MLPCN library; inhibition, % at 10 µM; multiplex microsphere protease substrate cleavage; AID 588499, 2011; 0.17% of 360,000 active; also: plate controls were buffer without enzyme for full effect and enzyme alone for no effect
PfHsp40 yeast = rescue of yeast from PfHsp40 toxicity, primary screen, S. cerevisiae, ATP luminescence; S. cerevisiae expressing PfHsp40, growth rescue; 0.68% of 340,000 active; growth rescue, % at 12.5 µM; AID 504582, 2011; in the data active = growth rescue above about 28%, passing the limit was not always enough; inconclusive = no clear call, values can overlap the other calls;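 also: yeast W303a lacking pdr1 and pdr3 grown in galactose medium; growth measured after three days at 30 °C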
The depositor's hits bear a star; i = inactive; ? = inconclusive; . = not tested or not shown; & = joins results of further samples. Rule as the data show it, unless noted: active = inhibition above about 30%; inconclusive = no clear call, values can overlap the other calls; inactive = below that. Only part of the results is shown, so the mix of outcomes need not match the whole.

Each structure is followed by: Vc quorum ag, DUSP3 inh, SSB-PriA inh, Anthrax LF inh2, CCHF vOTU inh, Y pestis TopoI, 3CLpro inhibitor, TcdB inh, BoNT A protease, PfHsp40 yeast
FC(F)C(F)(F)Oc1cccc(Nc2nccn3c(-c4ccc5ccccc5c4)cnc23)c1
    i, ., ., -4, 12, 10, ., 2.0, 0.1, .
COCCNC(=S)N(CCc1c(C)[nH]c2ccc(F)cc12)Cc1ccc(C)cc1
    i, -13, 9, 1, 14, 6, 1, 0.0, -3.6, 1.0
CCCC(C(=O)NC1CCCCC1)N(CC1CCCO1)C(=O)CNS(=O)(=O)c1ccc(F)cc1 (stereo unspecified)
    0.7, 10, -8, -8, 18, -2, -2, ., 0.3, -1.0
CC(C)CCn1c(NCCc2ccccc2)nc2c1c(=O)n(C)c(=O)n2C
    -0.1, 34, -13, -19, 4, 11, ., 1.3, -0.7, -0.4
Cc1cccc(C)c1NC(=O)COC(=O)Cc1ccsc1
    -0.5, -2, 5, -2, -4, 3, 0, 0.9, -0.7, -1.1
Cc1c(C(=O)Nc2nnc(C3CC3)s2)oc2ccccc12
    i, ., -15, ., 5, -9, ., 0.4, ., -0.7
Cc1cccc2cc(CN(Cc3nnnn3Cc3ccco3)C3CCCC3)c3nnnn3c12
    2.1, -8, -2, 1, 1, 20, 0, ., 0.2, -0.3
CN(Cc1ccccc1)S(=O)(=O)c1ccc2c(c1)n(C)c(=O)n2C
    ., 0, -6, 5, 4, -4, 1, ., -0.6, -0.9
CCC1(c2ccc(F)cc2)NC(=O)N(CC(=O)Nc2cccc(S(=O)(=O)N3CCCC3)c2)C1=O (stereo unspecified)
    -6.2, ., 8, -1, 21, 4, ., -1.7, -0.7, -0.2
CC(=O)Nc1ccc(S(=O)(=O)NCc2ccc(C(=O)NCCN(C)Cc3ccccc3)cc2)cc1
    -1.0, ., ., -1, 2, -7, ., 1.6, -0.2, .
COc1cccc(/C=N\NC(=O)c2ccc(C)nc2)c1
    -0.2, 4, ., -8, -11, -4, -9, 0.3, 2.7, -1.0
COc1ccccc1OCc1ccc(C(=O)N2CCN3CCCC3C2)cc1 (stereo unspecified)
    0.6, 37, -5, -2, 15, 11, -6, ., -0.1, -2.0
Cc1ccc(S(=O)(=O)CCC(=O)N2CCN(c3ccccc3O)CC2)cc1
    2.6, ., -5, 1, 5, -3, ., -5.2, -0.4, -1.9
c1ccc(CN2CCN(Cc3c[nH]c4ccccc34)CC2)cc1
    i, 7, 2, 16, 2, -5, -1, 0.2, -1.1, 2.0
COc1ccc(/C=N/N=C/c2ccc(OC)c(OC)c2)cc1OC
    i, 7, ., 5, 2, -2, 4, ., 0.3, -1.1
Cc1ccc(S(=O)(=O)N2C[C@H]3N(C(=O)OC(C)C)N(C(=O)OC(C)C)C[C@H](OC(=O)Nc4c(C)noc4C)[C@@]3(O)C2)cc1
    -0.4, ., ., 0, 12, 13, ., 0.3, -0.3, .
O=C(Nc1cccn(Cc2ccccc2Cl)c1=O)NC1CCCCC1
    -0.5, 6, -3, -1, -5, 0, 2, 0.5, -0.9, 5.3
COc1ccc(Cl)cc1S(=O)(=O)NCc1cccnc1
    -0.4, 2, -9, 0, 4, -2, -4, ., 0.1, -1.7
CCc1c(C)sc(NC(=O)c2ccoc2C)c1C(N)=O
    -0.2, -6, 1, -2, -3, 3, -1, 0.3, -0.2, -1.1
CC(=O)Nc1ccc(NC(=O)COC(=O)[C@@H]2CCCN2C(=O)c2cccs2)cc1
    -1.6, ., -6, 0, -9, -7, ., -0.4, 0.2, 0.2
CC(C)Cn1c(SCC(=O)c2c(N)n(C)c(=O)n(C)c2=O)nc2ccccc21
    -1.1, 36, 5, -2, 0, 15, -1, ., -0.4, 0.2
COC(=O)C1=C(C(=O)OC)[C@]2([C@H]3CCCCN[C@@H](Cc4ccccc4)C(=O)N3Cc3ccccc3)C=C[C@H]1O2
    -0.4, ., -2, -7, 6, 23, ., -0.2, -0.1, 0.8
O=C(CNC(=O)c1ccccc1)Nc1ccc(Br)cc1C(=O)c1ccccc1
    i, 7, 0, -6, 15, 27, -1, ., -18, 2.0
CC1OC(C)(C)OC1C1CNc2nc(NC(=O)C(C)(C)C)[nH]c(=O)c2N1C(=O)c1cccnc1 (stereo unspecified)
    -0.3, -7, -10, 3, -14, -3, 5, ., -0.6, 0.9
CC(C)CNC(=O)CN1c2cccc3cccc(c23)S1(=O)=O
    -4.0, 17, -2, 3, -11, -9, -9, 0.3, 1.1, 1.0
Cc1ccc(C(=O)N[C@H](C(=O)Nc2sccc2C(N)=O)C(C)C)cc1
    0.0, 25, -8, 11, 3, -1, 0, 3.3, -4.7, 2.0
O=c1[nH]c(CSc2cccc[n+]2[O-])nc2ccccc12
    i, -6, -6, -10, -6, -9, -1, 0.8, 0.3, 11
Cc1onc(-c2ccccc2)c1C(=O)N/N=C/c1cc2c(cc1Cl)OCO2
    -0.2, 4, ., 2, -11, 7, 1, 0.8, -0.4, 0.1
O=c1c(-c2ccc3c(c2)OCCO3)coc2cc(OC3OC(CO)C(O)C(O)C3O)ccc12 (stereo unspecified)
    -0.3, -9, -5, -10, -11, -5, 4, 1.8, 0.1, -0.8
CC(=O)OC1N=C(c2ccccc2)c2cc(Br)ccc2N(C)C1=O (stereo unspecified)
    2.9, 11, -5, -1, 3, 7, 1, ., 1.2, -0.1
O=c1cc(Cl)[nH]n(-c2ccccc2)c1=O
    -0.7, 1, -10, 7, 12, -5, -4, 1.1, -2.6, 0.0
O=C(COC(=O)c1cncc(Br)c1)NCc1ccc(F)cc1
    -6.4, 14, 0, 2, 10, 7, -1, 3.5, 4.5, 0.6
CCN(CC)C(=O)C(Oc1ccc(C)nc1[N+](=O)[O-])c1ccccc1 (stereo unspecified)
    -0.3, 16, -14, -3, 11, 1, -9, -0.1, -1.8, 0.4
CCOc1ccc2sc(NS(=O)(=O)c3ccc(OC)c(OC)c3)nc2c1
    i, -20, 1, 2, 19, 3, 6, ., -0.1, -1.4
CN/N=C/c1ccc(C#N)cc1
    -0.2, 22, ., -3, -5, -1, 6, -0.6, -0.4, -0.6
COc1ccc(-c2cc(C(F)F)n3ncc(C(=O)NCCCN4CCCC4=O)c3n2)cc1
    ., -19, -4, -11, -26, 21, 2, 0.9, 0.4, 0.5
O=C(Oc1ccccc1Cl)c1ccccc1
    i, ., -23, 0, -8, -6, ., 0.4, 0.3, 0.1
Brc1ccc(-c2csc(Nc3nc(-c4ccc(Br)cc4)cs3)n2)cc1
    i, 14, 0, -8, -5, -9, 1, 0.2, -2.4, -0.1
COc1ccc(NC(=O)c2ccc(-n3nc(C)cc3C)cc2)cc1OC
    -0.2, 28, 6, 1, 4, -2, 1, ., 0.0, -1.2
Cc1ccccc1Cn1c(-c2ccc(=O)[nH]c2)nc2ccccc21
    i, 20, -7, 0, -4, 6, -3, 1.3, 1.0, -1.5
CC(NS(=O)(=O)c1ccc(N)cc1)C1CC2CCC1C2 (stereo unspecified)
    -0.1, 27, -5, -1, 12, 4, -6, -0.6, -1.0, -1.2
CCN(c1ccccc1)S(=O)(=O)c1ccc(N)cc1
    -0.2, 8, 0, -7, -4, -3, 1, 1.0, 0.2, 0.6
C[C@@H]1CN([C@H](C)CO)C(=O)c2cc(NS(=O)(=O)c3cn(C)cn3)ccc2O[C@H]1CN(C)C(=O)Nc1ccccc1
    i, ., -14, -6, -17, -9, ., 0.2&0.8, 0.4, -1.6
O=C(C[C@@H]1C/C=C\C[C@H](Cc2ccc(F)cc2)C(=O)OC[C@H]2CCCN2C1=O)N[C@H](CO)Cc1ccccc1
    -0.5, ., ., 10, 5, 18, ., 1.5, -0.5, -2.4
O=C(Nc1ccnc(-c2ccncc2)n1)c1ccc(Cl)cc1
    5.6, 20, 1, 0, 7, 3, 6, -0.8, 0.0, 4.8
Cc1cnc(C(=O)OCC(=O)NCc2ccccc2)cn1
    -1.3, -11, -16, 7, -10, -4, 5, ., -0.7, -0.6
COc1ccc(C(NC(C)=O)c2cc(Cl)c3cccnc3c2O)cc1OC (stereo unspecified)
    -3.2, -7, 3, -4, -8, 16, 1, -2.2, -1.7, ?
Cc1cccc(C(=O)NNC(=O)C2CCN(C(=O)OC(C)(C)C)CC2)c1
    0.6, -2, -10, 0, 2, 1, -2, -7.0, 0.4, -0.1
CCN1CCN(c2ccc(NC(=O)c3ccc(OC)c(S(=O)(=O)N4CCCC4)c3)cc2)CC1
    i, ., -4, -5, -10, -18, ., 0.2, -0.5, -0.3
O=C1OCC(c2ccc(Cl)s2)=C1c1ccccc1[N+](=O)[O-]
    -1.2, 27, 20, -7, 6, 7, 1, 3.2, -2.8, -0.9
COc1ccc(C(=O)Nc2ccc(F)cc2F)cc1
    4.5, 23, -18, -2, -14, 0, 3, 2.5, 0.0, -0.5
O=C(COc1ccc(Cl)cc1Cl)NNC(=S)Nc1ccc(F)cc1
    -0.4, 12, 9, -2, ., 0, 7, 1.0, 0.1, -1.5
CCOC(=O)C1(Cc2cccc(OC)c2)CCN(Cc2cccc(OCC)c2O)CC1
    -0.1, 30, -8, -6, 6, 29, -3, -9.3, -0.3, 1.0
NC1=NC(c2ccccc2)CC(=O)N1 (stereo unspecified)
    0.3, ., -4, -1, -2, 9, ., -4.4, -0.3, 0.5
COc1cc(NC(=O)C2CCCN(S(=O)(=O)c3cccc4nsnc34)C2)cc(OC)c1 (stereo unspecified)
    -0.1, 21, -1, -3, -3, 7, -6, ., 0.6, -1.5
